PKM2 act: PKM2 (human) enzyme activation; P14618; purified PKM2, Kinase-Glo ATP luminescence, activation; response scale: 0% is enzyme alone, no compound; Potency, µM (series often up to 57.5 µM), without a hit: at the highest dose activation, actives largely listed as activators; 0.34% of 260,000 active; AID 1631; also: potency is read from the fitted curve at half-maximal effect; % is scaled to controls: 0 for no effect and ±100 for the full control effect; nearly all actives have a fitted effect of over 55% in size
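Purified hPK-M2 (>95%) run at intermediate activity with 0.1 mM ADP and 0.5 mM PEP in 50 mM imidazole pH 7.2, KCl, MgCl2; 1 h room temperature. ATP formed read by Kinase-Glo luminescence; normalized to uninhibited and no-enzyme controls.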
RORgamma inh: inhibitors of mouse ROR gamma transcriptional activity | 5.4% of 310,000 active | Potency, µM (series often up to 53.6 µM), inactives show at the highest dose activity change, negative = inhibition, actives largely listed as inhibitors | AID 2551 | Drosophila S2 Gal4-RORgamma UAS-luciferase reporter, 20 h; also: potency is read from the fitted curve at half-maximal effect; % is scaled to controls: 0 for no effect and ±100 for the full control effect; nearly all actives have a fitted effect of over 60% in size
Target sequence (P51450 whole entry, looked up, the tested form may be a part): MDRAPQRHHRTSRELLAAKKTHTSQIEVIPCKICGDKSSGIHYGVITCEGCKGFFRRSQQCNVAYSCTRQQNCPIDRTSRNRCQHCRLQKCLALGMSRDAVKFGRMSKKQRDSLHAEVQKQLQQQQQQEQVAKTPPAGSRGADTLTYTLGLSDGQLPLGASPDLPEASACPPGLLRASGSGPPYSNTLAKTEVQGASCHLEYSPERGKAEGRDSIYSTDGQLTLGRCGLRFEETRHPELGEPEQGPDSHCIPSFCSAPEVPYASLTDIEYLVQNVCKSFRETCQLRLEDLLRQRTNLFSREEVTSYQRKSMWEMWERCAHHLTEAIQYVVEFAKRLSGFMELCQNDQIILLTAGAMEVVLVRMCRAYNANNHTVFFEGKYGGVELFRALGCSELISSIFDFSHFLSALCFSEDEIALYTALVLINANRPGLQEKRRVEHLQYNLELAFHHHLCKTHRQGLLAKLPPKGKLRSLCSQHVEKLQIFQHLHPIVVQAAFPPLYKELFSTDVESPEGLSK
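Luciferase reporter read in Schneider cells carrying Gal4-RORγ (mouse) and UAS-Photinus luciferase; cells given compound 1 h before 700 uM copper sulfate induction, then incubated 20 h at ambient temperature.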
Menin-MLL TR inh: inhibitors of human menin-MLL interaction, mutant MLL peptide; O00255; 0.23% of 270,000 active; Potency, µM (titrated, usually from 61.6 µM), for inactives: at the highest dose FP activity change, negative = inhibition, usual class: inhibitors; Menin + Texas Red MLL mutant peptide, fluorescence polarization; active = well fitted inhibition curve with a large enough effect in the polarisation, with a control signal flat, not every such curve was filed as active; inconclusive = small, poorly fitted or top-dose-only effect, or effect the other way, or a change in a side signal; inactive = no such curve, though single readings can be large or run the other way; the % refers to the polarisation; also: potency is read from the fitted curve at half-maximal effect; % of control where 0% means no effect; many of its hits are not listed in these tables
Target sequence (O00255 whole entry, looked up): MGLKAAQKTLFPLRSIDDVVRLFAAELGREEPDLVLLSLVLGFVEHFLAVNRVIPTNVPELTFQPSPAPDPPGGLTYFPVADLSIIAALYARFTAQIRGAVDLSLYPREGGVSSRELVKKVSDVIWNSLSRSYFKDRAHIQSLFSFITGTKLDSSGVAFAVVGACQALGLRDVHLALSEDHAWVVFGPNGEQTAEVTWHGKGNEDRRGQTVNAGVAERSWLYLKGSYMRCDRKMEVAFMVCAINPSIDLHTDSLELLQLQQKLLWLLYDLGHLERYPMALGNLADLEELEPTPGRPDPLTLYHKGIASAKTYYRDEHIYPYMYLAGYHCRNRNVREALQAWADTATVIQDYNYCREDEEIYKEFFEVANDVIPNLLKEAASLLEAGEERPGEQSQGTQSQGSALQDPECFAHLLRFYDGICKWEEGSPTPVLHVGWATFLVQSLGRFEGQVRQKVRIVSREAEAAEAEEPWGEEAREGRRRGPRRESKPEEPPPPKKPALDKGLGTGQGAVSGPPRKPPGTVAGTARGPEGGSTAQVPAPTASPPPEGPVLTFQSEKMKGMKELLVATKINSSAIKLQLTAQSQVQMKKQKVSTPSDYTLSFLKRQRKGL
BRCA1 expr up: BRCA1 expression activation. MCF7-BRCA1-FFLuc reporter, luminescence, 48 h; response scale: scaled: vehicle 0%, 10 µM genistein 100%. Potency, µM (series often up to 46.1 µM), inactives show top-dose activation, hits mostly activators. 1.1% of 380,000 active; also: potency is read from the fitted curve at half-maximal effect; nearly all actives have a fitted effect of over 80% in size; some results filed as inactive show a strong effect at the top dose
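48 h compound treatment of MCF7-BRCA1-FFLuc cells (phenol-red free MEM, 37 °C), then 15 min with luciferase substrate and luminescence imaging.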
p53 reactivator: re-activators of mutant p53. H1299 p53-A138V BP100-luciferase reporter, luminescence, 24 h. Potency, µM (doses to about 92.2 µM), for inactives: top-dose activity change, positive = activation, actives largely listed as activators. 0.063% of 320,000 active; also: potency is read from the fitted curve at half-maximal effect; % of control where 0% means no effect; nearly all actives have a fitted effect of over 45% in size
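p53-null H1299 cells stably carrying temperature-sensitive p53-A138V and a BP100-luciferase reporter were pinned with compounds (4-point, 1:5 series) and held 24 hrs at 37 deg C. Luminescence was read 10 min after detection reagent.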
Gal4-VP16 FLuc: Gal4-VP16 reporter inhibition counter-screen; Drosophila S2 Gal4-VP16 UAS-luciferase, luminescence, 20 h; Potency, µM (top dose mostly 53.6 µM), without a hit: top-dose activity, negative = inhibition, hits mostly inhibitors; 3.5% of 310,000 active; AID 2546;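 also: Gal4-VP16 expression switched on by copper sulfate through the metallothionein promoter; potency is read from the fitted curve at half-maximal effect; % is scaled to controls: 0 for no effect and ±100 for the full control effect; nearly all actives have a fitted effect of over 50% in size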
Rab9 prom act: Rab9 promoter activation; Huh7 Rab9 promoter-luciferase reporter, luminescence, 24 h; Potency, µM (top dose mostly 9.22 µM), for the others: top-dose activation, negative = inhibition, most hits filed as activators; 2.8% of 320,000 active; also: potency is read from the fitted curve at half-maximal effect; % of control where 0% means no effect; nearly all actives have a fitted effect of over 60% in size
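Cells were plated at 1500 per well in reduced-serum medium with 10% FBS and left 2 h. Compound in DMSO was then added for 24 h at 37 °C. Reporter signal was read by luminescence after 10 min with luciferase detection reagent.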
FLuc counter: inhibits or activates purified firefly luciferase, miR-21 counter-screen | purified FLuc, Km substrates, luminescence inhibition | Potency, µM (doses to about 57.5 µM), without a hit: at the highest dose activity change, negative = inhibition, hits mostly inhibitors | 6.9% of 360,000 active;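 also: potency is read from the fitted curve at half-maximal effect; plate controls were vehicle for no effect and reference inhibitor for full effect; nearly all actives have a fitted effect of over 55% in size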
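Biochemical qHTS of compounds, final roughly 60 µM downward over six points, against 10 nM purified firefly luciferase using Km concentrations of substrates (10 uM D-luciferin, 10 uM ATP) in Tris acetate pH 7.5 buffer; luminescence output.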
Giardia killer: kills Giardia lamblia | Giardia lamblia trophozoite viability | activity change, % at 7.66 µM, hits read low | 0.15% of 340,000 active | AID 540267; in the data active = activity change below about -80%; inconclusive = between about -30% and that limit;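 also: parasites exposed to compound for two days anaerobically before the ATP read; % is scaled to controls: 0 for no effect and ±100 for the full control effect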
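Trophozoites 100 cells/well + cpd; 48 hrs, 37 deg C, anaerobic. ATPLite 1-Step added, 15-30 min RT, luminescence read (ATP-based viability).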
NPC1 prom act: activates the NPC1 promoter. Potency, µM (series often up to 9.22 µM), inactives show at the highest dose activation, usual class: activators. 2.4% of 320,000 active. Huh7 NPC1 promoter luciferase reporter, 24 h;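 also: potency is read from the fitted curve at half-maximal effect; % of control where 0% means no effect; nearly all actives have a fitted effect of over 60% in size; reporter is driven by a mutant NPC1 promoter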
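Luminescence read-out of NPC1 promoter-driven luciferase in stably transfected Huh7 cells; compounds delivered in DMSO and left 24 h at 37C, 5% CO2, qHTS titration format.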
ELG1 genotox: induces genotoxicity in HEK293T cells with luciferase-tagged ELG1 | HEK293T ELG1-luciferase reporter, luminescence, 16 h | Potency, µM (doses to about 46 µM), for the others: at the highest dose activity change, positive = activation, usual class: activators | 1.3% of 330,000 active | AID 504466; also: potency is read from the fitted curve at half-maximal effect; % of control where 0% means no effect; nearly all actives have a fitted effect of over 60% in size
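Genotoxicity was scored as increased ELG1-luciferase reporter signal, measured by ONE-Glo luminescence (30 min, room temperature). Compound or vehicle exposure of the HEK293T reporter cells lasted 16 hr at 37°C.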
* marks the source's active call; other numbers are inactive results; ? = inconclusive; . = not tested or not shown; & = joins results of further samples; [ ] = another dose, or the depositor's remark. Unless noted, calls follow the shape of the dose curve; as a rule, active = well fitted curve in the direction sought with a large enough effect; inconclusive = small, poorly fitted or top-dose-only effect, or another doubt; inactive = no such curve, though single readings can be large; an effect the other way counts as inactive or inconclusive.

Sequence of screens: PKM2 act, RORgamma inh, Menin-MLL TR inh, BRCA1 expr up, p53 reactivator, Gal4-VP16 FLuc, Rab9 prom act, FLuc counter, Giardia killer, NPC1 prom act, ELG1 genotox
#1 Cc1c(C)n(C(=O)CSc2ncn[nH]2)c2ccccc12
    8%, 4%, 5%, -2%, 1%, ?, -5%, 7%, -2, 0%, 1%
#2 O=C(NCc1n[nH]c(=S)n1-c1ccc(Br)cc1)c1ccc(S(=O)(=O)N2CCCCC2)cc1
    -9%, -31%, 21%, -17%, 4%, 3%, -2%, 1%, 15, 2%, 7%
#3 CCN(C(=O)COc1cc(=O)n(CC)c2ccccc12)c1cccc(Cl)c1
    -6%, 13%, 4%, -34%, -30%, -1%, 4%, -21%, 3, -7%, -1%
#4 COc1cc(NC(=O)CCC(=O)O)nc(OC)n1
    -8%, -4%, -4%, -11%, 3%, 4%, 0%, -1%, 0, 1%, -1%
#5 CS(=O)(=O)N1CCC(C(=O)Nc2ccc(F)cc2F)CC1
    0%, -25%, 0%, -4%, 11%, -10%, -2%, 4%, -13, -2%, 1%
#6 Cc1cccc(NCN2C(=O)c3ccncc3C2=O)n1
    -8%, -20%, 7%, -16%, -6%, -14%, -2%, 0%, 4, -2%, 0%
#7 COc1ccc(CCN(C)C(=O)C2CCN(Cc3ccccc3)CC2)cc1OC
    1%, -5%, 0%, -8%, -3%, 3%, -10%, 3%, -5, 2%, -4%
#8 O=C(NCCCl)Nc1cccnc1Cl
    1%, 17%, 6%, 1%, 9%, -7%, -3%, -3%, -6, -4%, 0%
#9 C=CCOc1ccc(C(=O)Nc2ccccc2C(=O)N2CCCC2)cc1
    -1%, ., -10%, -6%, ., ., -8%, -15%, -12, 0%, 1%
#10 O=C(c1cc2ccccc2oc1=O)N1CCOCC1
    0%, -15%, ., ?, 21%, 0%, ?, 12µM*, -5, ?, ?
#11 COc1ccccc1CCC(=O)Nc1cc(S(=O)(=O)N2CCOCC2)ccc1N1CCCC1
    ., ., ., -9%, -6%, ., 0%, 6%, 25, -2%, 1%
#12 Nc1n[nH]c2c1C1(CCCCC1)Cc1ccccc1-2
    -12%, -28%, 0%, 5%, -7%, ?, 8%, -4%, -16, 13%, -10%
#13 COc1ccc(CNC(=O)C2CCCN2S(=O)(=O)c2ccc(S(=O)(=O)N(C)C)cc2)cc1 (stereo not drawn)
    -4%, 3%, -11%, 2%, 2%, 6%, 3%, 2%, -6, 1%, 1%
#14 CCCCOC(=O)c1ccc(NC(=S)N2CCN(c3ncc4c(=O)c(C(=O)O)cn(CC)c4n3)CC2)cc1
    0%, 0%, ., 2%, 2%, 7%, 1%, -2%, -23, -6%, -7%
#15 Cc1nnc(SCC(=O)Nc2ccccc2)c2ccccc12
    12%, -7%, -27%, -11%, ?, ?, 13%, 17µM*, 30[activator], 22%, -2%
#16 CCOC(=O)c1c(C)[nH]c(C)c1C(=O)CSc1nnc(-c2ccco2)n1Cc1ccccc1
    2%, 25%, ?, -22%, -14%, 8%, -2%, -1%, -9, 9%, -30%
#17 Cc1cc(=O)oc2cc(NC(=O)c3cccc(F)c3)ccc12
    ., 16%, 11%, ?, 9%, -6%, 1.4µM*, -16%, -1, ?, 13%
#18 O=C(CSc1ccc2nnc(CCNC(=O)c3ccccc3)n2n1)NC1CCCC1
    2%, 20%, ., -6%, -3%, 0%, -1%, 2%, 25, 0%, -8%
#19 O=C(NCCc1c[nH]c2ccccc12)/C(=C/c1cccnc1)NC(=O)c1cccs1
    5%, 19%, 13%, -20%, 0%, 6%, 0%, 4%, -5, -2%, -2%
#20 COc1cccc(-c2nc3ccccc3s2)c1
    -22%, -24%, 0%, 28%, ?, ?, ?, 0.85µM*, -18, 13%, 2.1µM*
#21 CCOC(=O)C1=C(COC(=O)COc2ccccc2C#N)NC(=O)NC1C (stereo not drawn)
    ., ., ., -7%, -2%, ., 1%, 0%, -7, -4%, 9%
#22 Cc1nc(-c2ccccc2)nc(-c2ccccc2)n1
    ., ., ., -17%, 9%, ., -1%, -11%, -4, -2%, 2%
#23 Cc1ccc(S(=O)(=O)NC2CCC(C(=O)O)CC2)cc1 (stereo not drawn)
    8%, 37%, -8%, 0%, 2%, 7%, -1%, -2%, 6, 8%, 4%
#24 O=C(c1cccs1)N1CCCC(c2nc3c(nnn3Cc3c(Cl)cccc3Cl)c(=O)[nH]2)C1 (stereo not drawn)
    ., 37%, ., -30%, -2%, -10%, -5%, 0%, -1, -3%, 0%
#25 c1ccc(CCN=C2CCCc3c2[nH]c2ccccc32)cc1
    -8%, 0%, ., -31%, -7%, -13%, -1%, -8%, 13, -3%, 9%
#26 Cc1cc(Br)ccc1NC(=O)c1ccc(-n2cncn2)c([N+](=O)[O-])c1
    ., ., ., -42%, 7%, ., -3%, 3%, 11, -4%, -2%
#27 CCN(CC(=O)NCCCN1CCOCC1)S(=O)(=O)c1cc(Cl)ccc1Cl
    ., -9%, -14%, -1%, -1%, 9%, -4%, 2%, -8, 1%, -3%
#28 C/C(CC(=O)NCc1ccco1)=N\NC(=O)CC#N
    0%, -15%, 1%, 0%, -4%, 3%, -4%, 3%, 7, 0%, -3%
#29 O=C(NNc1ccc(Cl)cc1)c1cccs1
    -2%, 30%, ., -1%, 2%, -12%, -2%, 1%, 32[activator], 9%, 16%
#30 Cc1ccc(S(=O)(=O)n2c([N+](=O)[O-])cnc2C)c(C)c1C
    -4%, -27%, -2%, -21%, 9%, -5%, 0%, -1%, -15, 0%, 0%
#31 CCOc1ccc(C(=O)NCC(=O)OCCCOC(=O)CNC(=O)c2ccc(OCC)cc2)cc1
    0%, 1%, ., 2%, 18%, 2%, -2%, ?, 6, -4%, 9%
#32 CCc1nn2c(=O)cc(COc3ccc(/C=C4\C(=N)N5N=C(CC(C)C)SC5=NC4=O)cc3)nc2s1
    -19%, 45%, ., 17%, -4%, 6%, 1%, -2%, -11, -5%, -4%
#33 COc1cccc(-c2ccc3ncnc(NCc4cccc(C)c4)c3c2)c1
    ., ., ., -14%, -16%, ., -1%&-7%, 5%&-9%, -5, -2%&-1%, -10%
#34 COc1cccc(C(=O)Nc2ccc(NC(=O)Cc3ccccc3)cc2)c1
    1%[11.5 µM], -19%, ?, -16%, -13%, -17%, 5%, 0%, ?, 2%, 13%
#35 COc1cccc(OC)c1OCCCOc1ccc(C)cc1Br
    -7%, -8%, 5%, -1%, 13%, ?, 13%, -13%, 8, 4%, 1%
#36 O=C(NC(=S)NCCN1CCOCC1)c1ccccc1Cl
    0%, -30%, 10%, -23%, -2%, -3%, -1%, -1%, 8, 3%, 1%
#37 CCOC(=O)CN(C(=O)CSc1nnc(C)n1-c1ccccc1)c1ccccc1
    -4%, ?, -21%, -1%, -3%, 20%, -3%, -1%, 14, 0%, 0%
#38 CC(=O)NC(Cc1ccccc1)c1ccc2c(c1)OCCCO2 (stereo not drawn)
    8%, 3%, -6%, 39%, 22%, 20%, 18%, ?, -3, 11%, 9%
#39 Cc1ccc(NC(=O)N2CCCC2C(=O)Nc2nnc(C(C)C)s2)cc1 (stereo not drawn)
    5%, -5%, -22%, 12%, 11%, 6%, -7%, 1%, -3, 3%, 1%
#40 CN1CCN(c2ccc(CNC(=O)c3ccc4c(c3)OCCO4)cc2)CC1
    -4%, -6%, ., 48%, 1%, 9%, 4%, -3%, 10, 1%, 0%
#41 CN(C)C(=O)c1cc(C(=O)c2ccc(Cl)cc2Cl)c[nH]1
    ., ?, -15%, 85%, ?, 4%, ?, 15µM*, -18, ?, 15%
#42 Cc1cc(C(=O)NCCC(c2ccccc2)c2ccccc2)c(C)o1
    3%, -29%, 1%, 18%, 16%, 12%, 9%, ?, 11, 4%, -2%
#43 Clc1cccc(-c2ccc(C=Nc3ccc(N4CCOCC4)cc3)o2)c1Cl
    3%, -11%, 1%, -2%, 2%, -12%, 0%, 3.4µM*, 3, 1%, 1%
#44 CCOC(=O)c1c(Nc2ccccc2)sc(/C=C2\C=Nc3ccccc32)c1O
    0%, 15%, ?, 0%, 2%, 0%, -3%, 6%, 8, -4%, 12%
#45 O=C(c1cccs1)N1CCN(S(=O)(=O)c2cccs2)CC1
    27%, 7%, -11%, -4%, 3%, -17%, -1%, 0%, 5, -4%, -3%
#46 CC1CN(C(=O)COc2ccc3c(-c4ccccc4)cc(=O)oc3c2)CC(C)O1 (stereo not drawn)
    ., ., ., -8%, 0%, ., 2%, ?, 13, -1%, 2%
#47 O=C(NNC1CC(=O)N(c2ccc3c(c2)OCCO3)C1=O)c1ccc(Cl)cc1 (stereo not drawn)
    1%, -4%, 3%, -9%, 0%, 1%, -3%, -3%, -14, 1%, -7%

Some of the compounds tested; the hit share may differ from the screen's.
